# GASC1 inh: inhibitors of GASC-1 (KDM4C) histone demethylase, primary screen, biochemical, single concentration HTS. Lysine-specific demethylase 4C (Homo sapiens), Q9H3R0. GST-KDM4C 2-372, H3K9me3 peptide, LANCE TR-FRET. inhibition, % at 12.5 µM. actives 0.15% (n = 96,000);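 active = mean replicate inhibition above about 25%, with at least 55% of replicates also reaching it, limit read from the data, passing the limit was not always enough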
# Target sequence (Q9H3R0 2-372 limits assumed): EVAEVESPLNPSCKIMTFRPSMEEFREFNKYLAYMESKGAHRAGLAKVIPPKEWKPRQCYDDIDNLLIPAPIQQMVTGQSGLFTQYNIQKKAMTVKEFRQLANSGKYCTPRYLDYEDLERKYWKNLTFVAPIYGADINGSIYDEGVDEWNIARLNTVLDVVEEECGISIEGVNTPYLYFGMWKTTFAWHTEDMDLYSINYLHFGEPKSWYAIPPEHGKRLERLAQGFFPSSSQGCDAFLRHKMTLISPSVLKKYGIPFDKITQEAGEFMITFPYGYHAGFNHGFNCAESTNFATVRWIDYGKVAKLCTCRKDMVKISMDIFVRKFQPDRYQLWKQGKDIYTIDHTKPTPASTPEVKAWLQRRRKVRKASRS
#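 System: N-terminal GST-fused human GASC-1 (KDM4C) fragment, residues 2-372 / Amount: 10 nM GST-KDM4C in enzyme reaction / Also added: H3K9me3 peptide with Fe(II)/2OG / Times: 30 min demethylation and 1 h detection at room temperature / Signal: LANCE TR-FRET / Read-out basis: Fall in 671/618 emission ratio as inhibition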
# T cruzi growth: T. cruzi intracellular proliferation inhibitors, primary screen, cell-based, beta-gal Tulahuen parasites, NIH3T3 host, luminescence. T. cruzi beta-gal in NIH3T3, GalScreen luminescence, 90 h. inhibition, % at 8.34 µM. actives 5.9% (n = 77,000). AID 624255, 2012;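 active = mean inhibition above about 93%, with at least 55% of replicates each passing it, limit read from the data, passing the limit was not always enough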
# Pf Dd2 inh: P. falciparum Dd2 growth inhibitors, primary screen, SYBR Green fluorescence, single dose replicates | actives 2.3% (n = 94,000) | activity change, % at 10 µM | 72 h; active compounds read low; in the data active = activity change below about -80%
# C diff growth: C. difficile growth inhibitors, primary screen, HTS | Clostridium difficile clinical isolate growth, OD600, 24 h; active compounds read low | AID 1259249, 2017 | actives 0.25% (n = 86,000) | growth activity, negative = inhibition, % at 16 µg/mL (by protocol);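 active = mean growth activity at or below -80% and every replicate also at or below -80%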;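 note: 0% = DMSO wells and -100% = levofloxacin 16 µg/mL wells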
# * marks the source's active call; other numbers are inactive results; x = no result given; & = joins results of further samples.
SMILES,C diff growth,T cruzi growth,Pf Dd2 inh,GASC1 inh
COc1ccc(CNC(=O)C[C@H]2CC[C@@H](NC(=O)c3ccc4c(c3)OCO4)[C@@H](CO)O2)cc1,-3,42,13,0.4
C[C@H]1CN([C@@H](C)CO)C(=O)c2cc(C3=CCCC3)cnc2O[C@H]1CN(C)Cc1ccccc1F,1,x,10,x
O=C(C1CCC1)N1[C@@H](CO)[C@@H](c2ccccc2)C12CN(Cc1cccc(Cl)c1)C2,13,x,-32,-1.5
CC(=O)N(C)C[C@@H]1Oc2cc(C#CC(C)C)ccc2S(=O)(=O)N([C@@H](C)CO)C[C@H]1C,3,-36,-27,-0.4
COc1ccccc1-c1ccc(C2[C@@H]3CN(S(=O)(=O)c4ccccc4OC)C[C@H]2N3)cc1 (stereo partly specified),-4&30,x,-35&-40,-0.9&0.5
O=C(C[C@H]1CC[C@H]2NC[C@@H](O)COC[C@@H]2O1)Nc1ccccc1,x,-14,3,2.1
Cc1ccc(S(=O)(=O)N(C)C[C@H]2Oc3c(NC(=O)NC4CCCCC4)cccc3C(=O)N([C@@H](C)CO)C[C@H]2C)cc1,-24,49,-45,-3.1
COc1ccc(NC(=O)Nc2ccc3c(c2)C(=O)N([C@@H](C)CO)C[C@@H](C)[C@@H](CN(C)C(=O)NC(C)C)OCCCC[C@@H](C)O3)cc1,0,54,-44,-0.8
C[C@@H]1CN([C@@H](C)CO)S(=O)(=O)c2ccc(C#Cc3ccc(F)cc3)cc2O[C@H]1CN(C)S(=O)(=O)c1cn(C)cn1,-7,21,-74,-4.9
CO[C@@H]1CC[C@@H]2CCN(C)C(=O)[C@H](C)[C@H](OC)CN(C)C(=O)c3cc(C#N)ccc3OC[C@@H]1O2,x,1,18,-0.4
C[C@H](CO)N1C[C@H](C)[C@H](CN(C)Cc2ccncc2)Oc2ccc(NC(=O)c3ccncc3)cc2C1=O,-4,0,-10,-1.4
COc1ccc(S(=O)(=O)Nc2ccc3c(c2)C(=O)N([C@@H](C)CO)C[C@@H](C)[C@@H](CN(C)C(=O)NC2CCCCC2)OCCCC[C@H](C)O3)cc1,10,42,-36,-0.2
C[C@H]1CCCCO[C@@H](CN(C)S(=O)(=O)c2cn(C)cn2)[C@@H](C)CN([C@@H](C)CO)C(=O)c2cc(NC(=O)Nc3ccc(C(F)(F)F)cc3)ccc2O1,x,27,-71,0.5
O=C(C1CCOCC1)N1CC[C@@H]2[C@@H](CO)Nc3ccc(Br)cc3[C@@H]21,7,71,-43,6.6
CCCNC(=O)[C@@H]1[C@@H](CO)[C@@H]2Cn3c(ccc(-c4ccccc4F)c3=O)[C@@H]2N1CCC,6,30,2,0.9
C[C@H](CO)N1C[C@H](C)[C@H](CN(C)C(=O)Nc2ccc(C(F)(F)F)cc2)Oc2ccc(NS(=O)(=O)c3cn(C)cn3)cc2C1=O,-4,-45,0,-1.7
C[C@@H]1CCCCO[C@@H](CN(C)C(=O)Nc2ccc(C(F)(F)F)cc2)[C@@H](C)CN([C@@H](C)CO)C(=O)c2cc(NC(=O)C3CCCCC3)ccc2O1,-2,x,-92*,-0.1
C[C@H](CO)N1C[C@H](C)[C@@H](CN(C)Cc2ccncc2)Oc2c(NS(=O)(=O)c3cn(C)cn3)cccc2C1=O,1,x,1,-0.8
O=C1CN(Cc2ccc(F)cc2)C[C@H]2[C@@H](c3ccc(Br)cc3)[C@H](CO)N12,7,x,-36,-2.0
C[C@H]1CN([C@@H](C)CO)C(=O)c2cc(NC(=O)Cn3cnnn3)ccc2O[C@@H]1CN(C)S(C)(=O)=O,-2,-18,1,0.2
OC[C@H]1[C@@H](c2ccc(-c3ccccc3)cc2)[C@@H]2CN(Cc3cncnc3)CCCCN12,-5,48,-56,-2.3
O=C(Nc1ccc2c(c1)[C@H]1C[C@@H](CC(=O)N3CCc4ccccc4C3)O[C@H](CO)[C@H]1O2)C1CCC1,2,75,-6,-0.3
CN1C(=O)c2cc(NC(=O)NC3CCCC3)ccc2OC[C@@H]2O[C@H](CC(=O)NC3CCC3)CC[C@@H]21,1,4,5,2.0
C[C@H]1CCCCO[C@@H](CN(C)C(=O)Nc2ccc3c(c2)OCO3)[C@@H](C)CN([C@@H](C)CO)C(=O)c2cc(NC(=O)C3CCCCC3)ccc2O1,-3,77,-76,0.6
O=C(O)C[C@@H]1C[C@H]2c3cc(NC(=O)Nc4ccccc4F)ccc3O[C@H]2[C@@H](CO)O1,-2,x,15,-0.5
C[C@H](CO)N1C[C@H](C)[C@H](CN(C)Cc2ccncc2)Oc2ccc(NS(C)(=O)=O)cc2CC1=O,3,16,9,0.0
CN(C)C(=O)c1ccc(-c2ccc([C@H]3[C@H]4CN(CCC(F)(F)F)CCCCN4[C@H]3CO)cc2)cc1,-1,26,-26,0.9
CN1C(=O)c2cc(NC(=O)c3ccc(F)c(F)c3)ccc2OC[C@@H]2O[C@@H](CC(=O)N3CCOCC3)CC[C@H]21,-5,39,0,-0.3
CN(C[C@@H]1[C@H](c2ccccc2)[C@@H](CO)N1Cc1ccccn1)S(C)(=O)=O,-5,17,-4,1.9
COC(=O)C[C@H]1CC[C@@H]2[C@H](COc3ccc(NC(=O)c4cscn4)cc3C(=O)N2C)O1,3,31,-15,-1.3
C[C@@H]1CN([C@H](C)CO)C(=O)c2c(c3ccccc3n2C)-c2ccccc2CO[C@@H]1CN(C)C(=O)Nc1ccccc1,x,25,-54,-1.6
C[C@@H]1CN([C@@H](C)CO)C(=O)c2cc(Br)cnc2O[C@@H]1CN(C)S(=O)(=O)c1ccccc1,1,66,22,-0.1
C[C@@H]1CN([C@@H](C)CO)C(=O)Cc2cc(NC(=O)C3CC3)ccc2O[C@H]1CN(C)Cc1ccc(C(=O)O)cc1,0,20,20,0.5
COc1ccccc1C#Cc1ccc([C@H]2[C@H](CO)N3CCCCN(C(=O)C4CCCC4)C[C@@H]23)cc1,27,107*,-38,x
CC(C)NC(=O)N(C)C[C@@H]1Oc2ccc(NC(=O)Nc3cccc4ccccc34)cc2C(=O)N([C@@H](C)CO)C[C@H]1C,-3,7,-3,-1.5
CN(C)CC(=O)N[C@H]1CC[C@H](CCNC(=O)C2CC2)O[C@H]1CO,-4,x,14,4.4
CN1CCN(C(=O)C[C@@H]2CC[C@@H](NC(=O)c3ccc4c(c3)OCO4)[C@@H](CO)O2)CC1,x,-42,9,0.1
C[C@@H]1CN([C@H](C)CO)C(=O)c2cc(NC(=O)Cc3ccccc3)ccc2O[C@@H](C)CCCCO[C@@H]1CN(C)C(=O)Cc1ccccc1,-3,19,-61,0.3
COc1ccc(NC(=O)Nc2ccc3c(c2)C(=O)N([C@@H](C)CO)C[C@H](C)[C@@H](CN(C)C(=O)CCCN(C)C)OCCCC[C@H](C)O3)cc1,1,-35,31,3.0
Cc1ccc(S(=O)(=O)N(C)C[C@@H]2OCCCC[C@@H](C)Oc3ccc(NC(=O)NC4CCCCC4)cc3C(=O)N([C@@H](C)CO)C[C@@H]2C)cc1,14,61,-86*,-0.1
C[C@@H]1CN([C@H](C)CO)C(=O)c2cc(NC(=O)CCC(F)(F)F)ccc2O[C@@H]1CN(C)S(=O)(=O)c1ccccc1,-3,8,20,0.9
C[C@H]1CN([C@@H](C)CO)S(=O)(=O)c2ccc(C#Cc3cccc(F)c3)cc2O[C@@H]1CN(C)C,33,25,27,55*
COc1ccccc1-c1ccc2c(c1)O[C@@H](CN(C)C(=O)Nc1ccccc1)[C@H](C)CN([C@H](C)CO)S2(=O)=O,4,4,9,0.0
Cc1noc(C)c1NC(=O)Nc1ccc2c(c1)CC(=O)N([C@@H](C)CO)C[C@H](C)[C@@H](CN(C)S(=O)(=O)c1ccccc1)O2,0,43,4,-0.1
C[C@@H]1CN([C@H](C)CO)S(=O)(=O)c2ccc(C#CC3CCCCC3)cc2O[C@H]1CN(C)Cc1cccnc1,x,88,-63,-0.8
CC(C)NC(=O)N[C@H]1C=C[C@@H](CC(=O)N2CCCCC2)O[C@@H]1CO,x,-26,10,0.5
CCC(=O)Nc1ccc2c(c1)C(=O)N(C)[C@@H]1CC[C@@H](CC(=O)NCCN3CCCCC3)O[C@H]1CO2,-2,21,-3,1.7
C[C@H]1CCCCO[C@H](CN(C)C)[C@@H](C)CN([C@@H](C)CO)C(=O)c2cc(NC(=O)CCCCCC(=O)Nc3ccccc3N)ccc2O1,-7,97*,41,-0.9
COc1ccccc1NC(=O)N[C@@H]1CC[C@@H](CCNS(=O)(=O)c2ccc(F)cc2)O[C@@H]1CO,-4,-20,-6,2.2
COc1ccc2c3c(n(C)c2c1)[C@H](CO)N(Cc1ccncc1)CC31CN(C(=O)NC(C)C)C1,12,x,1,0.5

# Next section
SMILES,C diff growth,T cruzi growth,Pf Dd2 inh,GASC1 inh
O=C(c1cccc(F)c1)N1CCCCN2[C@@H](CO)[C@@H](c3ccc(-c4ccccc4)cc3)[C@@H]2C1,48,33,-58,-0.1
CCC(=O)N1C[C@@H](C)[C@H](OC)CN(C)C(=O)c2ccc(NC(=O)C3CCCCC3)cc2OC[C@@H]1C,-6,9,x,0.8
COCC(=O)N1[C@H](CO)[C@@H](c2ccccc2-c2cccc(F)c2)[C@@H]1C#N,96,x,-20,0.9
C[C@@H]1CCCCO[C@@H](CN(C)C(=O)Nc2ccc3c(c2)OCO3)[C@@H](C)CN([C@@H](C)CO)C(=O)c2cc(NC(=O)Nc3ccc(F)cc3)ccc2O1,-1,25,-83*,-0.4
COCC(=O)Nc1ccc2c(c1)C(=O)N(C)[C@H]1CC[C@@H](CC(=O)NCCc3ccccc3)O[C@H]1CO2,-4,-41,-9,0.4
O=C([C@H]1[C@H](CO)[C@H]2Cn3c(ccc(-c4ccc(F)cc4)c3=O)[C@@H]1N2)N1CCCCC1,-4,72,15,-1.1
CC(C)c1cn(CC[C@H]2CC[C@@H](NS(=O)(=O)c3ccc(Cl)cc3)[C@H](CO)O2)nn1,-2,5,-22,-0.5
O=C(CC(F)(F)F)N1C[C@@H]2[C@H](c3ccccc31)[C@@H](CO)N2CC1CCOCC1,5,9,-27,1.0
CCC(=O)N1C[C@@H]2[C@H](c3ccccc31)[C@H](CO)N2Cc1ccccc1F,0,-13,-14,-0.8
Cc1noc(C)c1S(=O)(=O)Nc1ccc2c(c1)C(=O)N([C@@H](C)CO)C[C@H](C)[C@H](CN(C)S(=O)(=O)c1cn(C)cn1)O2,-6,10,-1,-1.3

# In a second layout: entries from further up.
# Sequence of screens: C diff growth, T cruzi growth, Pf Dd2 inh, GASC1 inh
COCC(=O)N1[C@H](CO)[C@@H](c2ccccc2-c2cccc(F)c2)[C@@H]1C#N
    96, x, -20, 0.9
C[C@@H]1CCCCO[C@@H](CN(C)C(=O)Nc2ccc3c(c2)OCO3)[C@@H](C)CN([C@@H](C)CO)C(=O)c2cc(NC(=O)Nc3ccc(F)cc3)ccc2O1
    -1, 25, -83*, -0.4
COCC(=O)Nc1ccc2c(c1)C(=O)N(C)[C@H]1CC[C@@H](CC(=O)NCCc3ccccc3)O[C@H]1CO2
    -4, -41, -9, 0.4
O=C([C@H]1[C@H](CO)[C@H]2Cn3c(ccc(-c4ccc(F)cc4)c3=O)[C@@H]1N2)N1CCCCC1
    -4, 72, 15, -1.1
CC(C)c1cn(CC[C@H]2CC[C@@H](NS(=O)(=O)c3ccc(Cl)cc3)[C@H](CO)O2)nn1
    -2, 5, -22, -0.5
O=C(CC(F)(F)F)N1C[C@@H]2[C@H](c3ccccc31)[C@@H](CO)N2CC1CCOCC1
    5, 9, -27, 1.0

# (more compounds)
SMILES,C diff growth,T cruzi growth,Pf Dd2 inh,GASC1 inh
CC(C)NC(=O)Nc1ccc2c(c1)C(=O)N([C@@H](C)CO)C[C@@H](C)[C@H](CN(C)Cc1ccccc1)O2,0,-11,27,-1.8
COCC(=O)N1C[C@H](C)[C@H](OC)CN(C)C(=O)c2cc(NC(=O)C3CCC3)ccc2OC[C@@H]1C,-1,-44,15,-0.7
CCCC#Cc1ccc([C@@H]2[C@@H](CO)N3CCCCN(S(=O)(=O)Cc4ccccc4)C[C@H]23)cc1,57,94,-19,-0.3
C[C@H]1CN([C@@H](C)CO)C(=O)Cc2cc(NC(=O)C3CCCCC3)ccc2O[C@H]1CN(C)S(=O)(=O)c1cn(C)cn1,-14,-10,41,1.4
COc1ccc(CN(C)C[C@@H]2OCCCC[C@@H](C)Oc3ccc(NS(=O)(=O)c4cn(C)cn4)cc3C(=O)N([C@H](C)CO)C[C@H]2C)cc1,3,17,-56,13
CCNC(=O)[C@H]1[C@H](CO)[C@H]2Cn3c(ccc(-c4ccccc4F)c3=O)[C@@H]1N2CCC(F)(F)F,-3,6,0,15
